hERG protect = shields human hERG channel from block by proarrhythmic agents; CHO-hERG, FluxOR thallium flux, dofetilide IC70 present; activation (rescue from dofetilide block), less the hit threshold, % at 10 µM; hit rate 0.51% among 310,000; AID 1511;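 active = activation above the mean of controls blocked by dofetilide plus 5 SD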;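 note: thallium influx through hERG after potassium depolarization seen as dye fluorescence rise; in these data hits start at about 4.7%; inactives centre near -7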
GSK3B inh = inhibitors of human GSK3beta kinase; hit rate 0.038% among 300,000; AID 2097; activity score (negative = inhibition), % at 10 µM; P49841; GST-GSK3beta kinase, ADP-Glo luminescence, 60 min; hits give low values;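 active = more than half of replicate wells score below -50%, meaning over 50% inhibition versus plate controls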;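 note: 0% = median DMSO wells and -100% = median GW8510 positive control wells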
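Test system: GST-tagged human GSK3beta kinase, cell-free; evaluation: activity score scaled between in-plate DMSO and GW8510 controls; measured by: ADP-Glo luminescence; incubation: 60 min reaction, RT; benchmarks: DMSO and 20 µM GW8510; reagent: peptide substrate plus 25 µM ATP (final); medium: Tris/MgCl2 kinase buffer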
DYRK1A inh = Dyrk1A (rat) kinase inhibition. Q63470. ADP-Glo luminescence, NFATc1 peptide. inhibition, % at 12.5 µM. hit rate 0.43% among 310,000; in the data active = inhibition above about 50%;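 note: plate controls were vehicle with enzyme for no effect and no enzyme for full effect; many of its hits are not listed in these tables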
GSK3 alpha inh = blocks human GSK-3 alpha kinase | hit rate 0.1% among 320,000 | AID 2650 | inhibition, % at 10 µM | ADP-Glo luminescence, 60 min;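 in the data active = inhibition above about 50%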;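 note: GST-tagged GSK-3 alpha with peptide substrate and 25 µM ATP; 0% = DMSO neutral wells and 100% = GW8510 positive control wells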
Target sequence (P49840 whole entry, looked up): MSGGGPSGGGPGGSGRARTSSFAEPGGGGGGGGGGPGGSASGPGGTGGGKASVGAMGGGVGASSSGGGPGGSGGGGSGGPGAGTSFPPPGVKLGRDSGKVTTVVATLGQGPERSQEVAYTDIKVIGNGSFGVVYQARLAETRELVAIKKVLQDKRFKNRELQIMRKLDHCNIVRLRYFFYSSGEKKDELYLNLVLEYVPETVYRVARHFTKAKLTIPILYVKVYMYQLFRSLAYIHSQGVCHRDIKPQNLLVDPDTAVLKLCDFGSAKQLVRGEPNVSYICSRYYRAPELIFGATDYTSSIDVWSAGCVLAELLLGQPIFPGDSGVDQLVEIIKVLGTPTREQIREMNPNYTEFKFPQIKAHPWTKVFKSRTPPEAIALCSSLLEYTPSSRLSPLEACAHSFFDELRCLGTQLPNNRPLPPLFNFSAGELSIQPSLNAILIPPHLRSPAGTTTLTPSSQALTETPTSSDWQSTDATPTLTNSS
KCNK3 inh = human KCNK3 channel inhibition, primary screen; O14649; CHO-KCNK3 thallium flux, FluxOR fluorescence; hits give low values; B-score at 10 µM; hit rate 0.84% among 340,000; AID 602410;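 active = B-score under library mean minus 4 SD, starting fluorescence ratio at most library mean plus 5 SD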;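 note: more negative B-score means stronger inhibition of thallium flux through KCNK3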
Target sequence (O14649 whole entry, looked up): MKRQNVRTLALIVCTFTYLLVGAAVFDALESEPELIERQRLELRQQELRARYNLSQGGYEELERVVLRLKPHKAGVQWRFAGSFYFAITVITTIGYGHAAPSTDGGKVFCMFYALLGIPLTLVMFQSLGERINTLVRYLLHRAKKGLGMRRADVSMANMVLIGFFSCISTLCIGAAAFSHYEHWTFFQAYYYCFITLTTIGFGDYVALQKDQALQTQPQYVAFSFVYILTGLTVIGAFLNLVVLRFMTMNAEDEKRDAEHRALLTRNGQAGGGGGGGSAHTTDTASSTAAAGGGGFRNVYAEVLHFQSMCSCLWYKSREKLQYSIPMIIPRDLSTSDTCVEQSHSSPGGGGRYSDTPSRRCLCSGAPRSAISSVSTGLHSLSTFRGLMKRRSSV
KCNK9 block = human KCNK9 channel inhibition; Q9NPC2; HEK293 KCNK9, FluxOR thallium flux fluorescence; hits give low values; B-score at 10 µM; hit rate 1.2% among 310,000; AID 488922;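 active = ratio B-score over 3 SD below the library mean, with starting fluorescence within 5 SD of its mean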;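 note: negative B-score means less thallium flux so channel inhibition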
KCNQ1 act = potentiates or activates the human KCNQ1 potassium channel. P51787. CHO-K1 KCNQ1, thallium flux FluxOR fluorescence; hits give high values. B-score at 10 µM. hit rate 0.35% among 310,000;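 active = fluorescence ratio B-score, a plate-corrected score, at least three library SD, with initial intensity B-score within 5 SD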
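Assay system: CHO-K1 cells stably expressing KCNQ1. Medium: assay buffer for compound exposure, DMSO matched across wells. Timing: 37 °C overnight plating, 90-min dark dye load, 20-min compound pretreatment. Signal: kinetic FluxOR fluorescence, 10 s baseline plus 110 s post-stimulus.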
KCNQ1 inh = blocks the human KCNQ1 potassium channel; CHO-K1 KCNQ1, FluxOR thallium flux fluorescence; hits give high values; B-score at 10 µM; hit rate 1.3% among 310,000;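 active = compounds whose thallium flux B-score, printed positive for inhibition, exceeds three library SD while starting fluorescence stays within three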;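 note: channel opened by potassium depolarization with thallium stimulus after 20 min compound exposure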
RGS4 block = inhibitors of human RGS4; HEK293 M3R/RGS4 inducible, Fluo-4 calcium flux; hits give high values; triggered by carbachol at its EC20; B-score at 10 µM; hit rate 0.45% among 310,000; AID 463165;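 active = B-score, a plate-corrected calcium signal, over three deviations above library mean, with baseline fluorescence within five deviations of library mean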;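 note: RGS4 expression induced by doxycycline in cells with stable M3 receptor; B-score is computed from the integrated fluorescence ratio over baseline after carbachol; higher B-score means a larger calcium signal and so more RGS4 inhibition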
Target sequence (P49798 whole entry, looked up): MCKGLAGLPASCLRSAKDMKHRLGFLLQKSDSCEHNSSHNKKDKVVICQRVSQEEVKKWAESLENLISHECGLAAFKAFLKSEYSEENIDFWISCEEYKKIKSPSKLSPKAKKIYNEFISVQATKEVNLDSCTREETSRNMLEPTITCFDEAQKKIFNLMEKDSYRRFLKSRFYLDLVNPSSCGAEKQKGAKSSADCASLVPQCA
PolyA inhibitor = yeast polyadenylation inhibition. S. cerevisiae SKY197-pL101 polyadenylation reporter, beta-gal luminescence; efflux-impaired pdr1/pdr3 knockout yeast; score 100 = 6 SD above DMSO. hit rate 0.02% among 300,000. calls only at 12 µM;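 active = lowest replicate activity score at least 50, where 100 means six control SD above control mean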;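 note: yeast exposed to compound for 9 h at 30 °C; higher score means more reporter readthrough which indicates perturbed polyadenylation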
RGS4 act = potentiators or activators of RGS4 | HEK293 M3R/inducible RGS4, carbachol calcium flux Fluo4; hits give low values | B-score at 10 µM | hit rate 0.92% among 310,000 | AID 463111;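 active = B-score of the integrated calcium signal more than 4 SD below the library mean, with starting fluorescence not abnormally high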;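 note: negative B-score means reduced calcium response which marks RGS4 activation or potentiation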
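Assay system: Inducible-RGS4 HEK293 cells carrying M3 receptor | Schedule: Compound preincubation 20 min at room temperature before agonist | Signal: Kinetic calcium fluorescence imaging with Fluo4-AM dye, 2 µM | Read-out basis: B score from integrated fluorescence ratio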
Active calls of the source: *; i = inactive; · = not tested or not shown.

SMILES	hERG protect	GSK3B inh	DYRK1A inh	GSK3 alpha inh	KCNK3 inh	KCNK9 block	KCNQ1 act	KCNQ1 inh	RGS4 block	PolyA inhibitor	RGS4 act
COc1cccc2c(N/N=C/c3ccco3)cc(C)nc12	-13.4	1.1	·	-0.8	i	i	i	i	i	i	i
COCCOC(=O)C1=C(C)Nc2ncnn2C1c1ccco1 (stereo not drawn)	-7.6	-0.9	·	4.3	i	i	i	i	i	i	i
CC1(C)CC(=O)C(C2C3=C(CC(C)(C)CC3=O)OC3=C2C(=O)CC(C)(C)C3)=C(O)C1	-5.5	0.3	·	-0.3	i	i	i	i	i	i	i
CN(c1ccc(C(=O)NCc2ccccn2)cc1)S(=O)(=O)c1ccc(Cl)cc1	-7.0	-0.9	1.2	0.0	i	i	i	i	i	i	i
COc1cc2c(cc1NC(=O)COC(=O)[C@@H](NS(=O)(=O)c1ccccc1)C(C)C)oc1ccccc12	-2.8	-3.7	-6.8	-1.4	i	i	i	i	i	i	i
O=C(c1cc([N+](=O)[O-])cc([N+](=O)[O-])c1)N1CCN(Cc2ccc3c(c2)OCO3)CC1	-10.4	-2.7	-5.7	-7.8	i	i	i	i	i	i	i
COc1ccccc1CNC(=O)CSc1nnc2ccc(-c3cccnc3)nn12	-7.9	-1.6	0.7	-3.7	i	i	i	i	i	i	i
Cc1onc(-c2ccccc2)c1C(=O)N1CCN(c2ccc([N+](=O)[O-])cc2)CC1	-4.4	-3.1	2.0	-1.7	i	i	i	i	i	i	i
N#CCCN1CCN(S(=O)(=O)c2ccc(S(=O)(=O)NC3CC3)cc2)CC1	-3.8	2.1	0.4	-1.8	i	i	i	i	i	i	i
O=[N+]([O-])c1cccc(-c2csc(N/N=C/c3cccc(O)c3)n2)c1	-1.5	-0.7	2.1	-2.2	i	i	i	i	i	i	i
Fc1ccc(/C=N/Nc2ncnc3nc[nH]c23)cc1F	-16.4	-21.2	25.4	64.6*	i	i	i	i	i	i	i
COc1cccc(OC)c1C(=O)N1CCN=C1SCc1cccnc1	2.4	0.3	-4.1	-0.7	i	i	i	i	i	i	i
CC(=O)c1ccc(N2CCN(C(=O)CCNC(=O)Cn3ccc4ccccc4c3=O)CC2)cc1	-11.1	1.5	5.2	-0.1	i	i	i	i	i	i	i
CCCCNC(=S)N1CCN(c2ccccc2Cl)CC1	-21.6	-0.7	8.7	-1.7	i	i	i	i	i	i	i
COc1ccc(S(=O)(=O)N2CCOC2CNC(=O)C(=O)NCCc2ccc(OC)c(OC)c2)cc1C (stereo not drawn)	-9.3	0.9	-1.9	1.5	i	i	i	i	i	i	i
CC(=O)N/C(=C\c1ccccc1)C(=O)Nc1ccccc1C	-2.2	4.4	-5.0	-2.0	i	i	i	i	i	i	i
COC(=O)c1ccc(NC(=O)C2CCCN(S(=O)(=O)c3cnc[nH]3)C2)cc1 (stereo not drawn)	-4.4	-2.8	-15.4	-2.1	i	i	i	i	i	i	i
CCOC(=O)C1=C(C)N=C2SC=C(C)N2C1c1ccc(OC)cc1 (stereo not drawn)	-12.9	1.0	7.0	-1.5	i	i	i	i	i	i	i
COc1ccc(/C=N/NC(=O)c2ccccc2[N+](=O)[O-])cc1CN1CCc2cc(OC)c(OC)cc2C1C (stereo not drawn)	-7.9	-8.4	·	-2.3	i	i	i	i	i	i	i
Cc1ccnc(NC(c2ccccn2)c2c(C)[nH]c3ccccc23)c1 (stereo not drawn)	-5.2	-1.3	0.5	0.1	i	i	i	i	i	i	i
COc1ccc(-c2nc(CN3CCCCC3c3cccnc3)c(C)o2)c(F)c1 (stereo not drawn)	-6.5	2.4	0.3	-1.7	i	i	i	i	i	i	i
C=CCSc1nc2sc(C)c(C)c2c(=O)n1N	-5.5	1.7	-10.0	1.3	i	i	i	i	i	i	i
CC1CN(C(=O)C(c2ccccc2)c2ccccc2)CC(C)O1 (stereo not drawn)	-14.2	1.4	-9.7	·	i	i	i	i	i	i	i
Cc1nc2sc(-c3ccccc3)cc2c(=O)n1/N=C/N(C)C	-3.5	0.0	-8.2	-1.0	i	i	i	i	i	i	i
O=C(OCc1nnc(-c2ccccc2)o1)c1ccc(CO)cc1	-8.1	0.6	9.0	-0.3	i	i	i	i	i	i	i
CCN(CC)CCN1C(=O)C2C(C(=O)Nc3cc(C)cc(C)c3)C3C=CC2(O3)C1C(=O)NC1CCCCC1 (stereo not drawn)	-6.0	-2.4	-1.3	-0.4	i	i	i	i	i	i	i
CCC(Sc1ncccc1C(=O)O)C(=O)N1CCOCC1 (stereo not drawn)	-8.5	3.1	-4.2	-2.7	i	i	i	i	i	i	i
CC1CN(CCc2ccccc2)C(C)C/C1=N/O (stereo not drawn)	-5.0	-2.9	-5.6	-0.3	i	i	i	i	i	i	i
CC(C)Sc1oc(-c2ccco2)nc1S(=O)(=O)c1ccc(F)cc1	-24.5	2.1	1.0	-2.7	i	i	i	i	i	i	i
CCOC(=O)c1c(C)[nH]c(C)c1C(=O)COC(=O)c1ccc(Cl)c(S(=O)(=O)NCc2ccccc2)c1	-12.5	2.9	1.4	1.0	i	i	i	i	i	i	i
CC1CCN(CCn2c(=S)[nH]c3ccccc3c2=O)CC1	0.6	0.4	·	-0.4	i	i	i	i	i	i	i
COc1ccc(Cl)cc1S(=O)(=O)N1CCN(C(=O)COc2ccccc2)CC1	-7.6	-0.6	-1.6	-1.7	i	i	i	i	i	i	i
O=C(O)Cc1ccccc1C(=O)O	-4.7	0.2	-1.4	-2.2	i	i	i	i	i	i	i
C#CCSc1nc2sc3c(c2c(=O)n1C)CCC3	-1.8	0.7	-3.5	1.2	i	i	i	i	i	i	i
CCN(CC)CCNc1nc(C(F)(F)F)nc2c1nnn2Cc1ccccc1	-7.9	0.7	-3.0	-1.6	i	i	i	i	i	i	i
CCCCSc1nnc([C@H](CC(C)C)NC(=O)OC(C)(C)C)o1	-11.3	-1.4	-2.2	-4.6	i	i	i	i	i	i	i
Cc1ccc(CN2CCN(c3ccccc3)CC2)o1	-7.9	1.3	2.8	-1.5	i	i	i	i	i	i	i
CC(C)(C)NC(=O)Cn1nnc(-c2ccc(OCc3c(F)cccc3Cl)cc2)n1	-3.6	2.5	-0.8	0.3	i	i	i	i	i	i	i
CCOC(=O)C1CCCN(c2ccc(NC(=O)c3snc4c(=O)[nH]cnc34)cc2)C1 (stereo not drawn)	-6.7	0.2	·	-3.1	i	i	i	i	i	i	i
CCCn1c(SCC(=O)Nc2ccccc2CC)nnc1C(C)C	-1.7	-3.3	-3.7	-1.2	i	i	i	i	i	i	i
CCN1CCN(c2c(/C=C3\SC(=S)N(Cc4ccco4)C3=O)c(C)c(C#N)c(=O)n2C)CC1	-36.6	-2.3	-2.0	-0.8	-16*	i	i	7*	i	i	i
Cc1cccc2cc(C#N)c(N3CCOCC3)nc12	-14.3	5.7	20.7	-1.1	i	i	i	i	i	i	i
CCCCCCn1nc(C(=O)Nc2nc3c(s2)CCCC3)c2ccccc2c1=O	-8.3	-4.2	-4.6	-0.6	i	-13*	i	i	i	i	i
COc1ccc(NC(=O)CCCn2c(=S)[nH]c3ccccc3c2=O)cc1	-5.2	-2.6	2.9	-5.7	i	i	i	i	i	i	i
COc1ccc(NC(=O)CSc2n[nH]c(CNc3cccc(C)c3)n2)cc1	-8.1	2.6	-5.3	-0.6	i	i	i	i	i	i	i
COc1nnc(-c2ccc(C(=O)N3C[C@@H]4C[C@H](C3)c3cccc(=O)n3C4)cc2)c2ccccc12	-12.3	0.2	7.1	·	i	i	i	i	i	i	i
CS(=O)(=O)N(CC(=O)NC1CC1)C1CCCCC1	-8.7	2.0	-1.4	-1.0	i	i	i	i	i	i	i
CCOC(=O)C1CCCN(C(=O)c2cc(S(=O)(=O)N(C)C)ccc2N2CCCC2)C1 (stereo not drawn)	-4.9	2.2	-1.4	·	i	i	i	i	i	i	i
COc1ccc(OCC(=O)OC(C)CN2CCCCC2)cc1 (stereo not drawn)	-4.3	·	4.0	-3.4	i	i	i	i	i	i	i
CCS(=O)(=O)N1Cc2ccccc2CC1C(=O)Nc1nc(C)cs1 (stereo not drawn)	-10.8	3.5	-1.0	-0.4	i	i	i	i	i	i	i
Next section
SMILES	hERG protect	GSK3B inh	DYRK1A inh	GSK3 alpha inh	KCNK3 inh	KCNK9 block	KCNQ1 act	KCNQ1 inh	RGS4 block	PolyA inhibitor	RGS4 act
CCCOc1ccc(C(=O)NNC(=S)NC(=O)CC)cc1	-22.3	-1.5	-7.6	-1.1	i	i	i	i	i	i	i
COc1cc(NS(=O)(=O)c2ccc(NC(=O)COc3cccc(C)c3)cc2)nc(OC)n1	-6.7	5.0	3.6	-3.6	i	i	i	i	i	i	i
COc1ccccc1Nc1cc(N2CCOCC2)c2nonc2c1[N+](=O)[O-]	-10.2	-0.2	-5.1	-0.8	i	i	i	i	i	i	i
Cc1coc(C)c1C(=O)Nc1ccc2ccccc2c1	-6.2	1.0	·	·	i	i	i	i	i	i	i
O=C(NCc1ccccn1)c1ccc2nc(C3CCCCC3)oc2c1	-10.8	-18.5	-4.2	-1.6	i	i	i	i	i	i	i
CC(NC(=O)Nc1cccc(F)c1)c1ccc2c(c1)OCO2 (stereo not drawn)	2.8	4.5	-0.8	-2.0	i	i	i	i	i	i	i
O=C(/C=N/NC(=O)c1ccccc1Br)c1ccccc1	-4.6	3.8	36.3	2.6	i	i	i	i	i	i	i
Cc1ccc(NC(=O)CCc2c(C)nn(-c3ccc(N4CCOCC4)nn3)c2C)cc1	-8.9	-0.4	-2.1	-1.6	i	i	i	i	i	i	i
O=C(COC(=O)c1ccccc1Sc1ccc(C(F)(F)F)cc1[N+](=O)[O-])NC(=O)NC1CCCC1	-13.4	-3.2	-2.3	-0.3	i	i	i	i	i	i	i
NC(=O)c1ccc(-c2ccccc2F)cc1	-12.2	2.5	·	-0.5	i	i	i	i	i	i	i
O=C(NC1CCCC1)c1c(O)nc2sccn2c1=O	-9.5	-0.8	2.1	0.1	i	i	i	i	i	i	i
COc1ccc2[nH]c(O)c(N=O)c2c1	-11.4	1.3	17.3	0.2	i	i	i	i	i	i	i
COC(=O)c1ccc(/C=C/c2c(-c3ccsc3)oc3ccc(N4CCOCC4)cc23)cc1	-5.6	-1.3	10.3	-1.3	i	i	i	i	i	i	i
O=C1CCCC(O)=C1N=Nc1ccc(S(=O)(=O)N2CCOCC2)cc1	-10.7	2.0	-3.2	-0.1	i	i	i	i	i	i	i
CCc1ccc(NC(=O)CCc2nnc3ccc(N4CCCC4)nn23)cc1	-15.8	2.5	-4.8	0.4	i	i	i	i	i	i	i

High-throughput results from PubChem BioAssay.

These rows are one share of the data, so the mix of outcomes need not match the whole.
